TAAR1 antagonist – antagonists of human TAAR1; CHO RD-HGA16 TAAR1, Fluo-8 calcium fluorescence, antagonist; hit rate 1.5% among 360,000; inhibition, % at 3 µM;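 active = inhibition above a per-plate cutoff, the mean inhibition of test compounds on that plate plus 3 SD, cut at about 49% in these data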;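 note: 0% = DMSO plus EC80 beta-PEA response and 100% = DMSO alone without agonist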
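test system = CHO RD-HGA16 cells bearing hTAAR1 | replication = singlicate | controls = DMSO-only wells and EC80 β-PEA-stimulated wells | reagent = EC80 β-phenethylamine stimulus | read-out basis = percent inhibition of PEA-evoked calcium signal, max/basal emission ratio | schedule = seeding 17-24 h prior, 75-min 37 °C, 30-min RT dye loading | signal = kinetic Fluo-8 calcium fluorescence measurement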
CHO-K1 Ca PAM – counter-screen for M1 PAMs: effect in parental CHO-K1 cells | ATP EC20, Fluo-8 calcium fluorescence; 0% at ATP EC20, 100% at ATP max | activation, % at 3 µM | hit rate 0.02% among 360,000 | AID 602247;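 active = activation above the run cutoff, the mean activation of all test compounds plus 3 SD, cut at about 40% in these data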;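 note: peak over basal fluorescence ratio in a 140 s read after ATP addition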
OXTR potentiator – potentiates the human oxytocin receptor response. P30559. CHO-OTR cells, Fluo-8 calcium fluorescence, potentiator mode; 0% = oxytocin EC15, 100% = EC100. activation, % at 3 µM. hit rate 0.061% among 320,000;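 active = activation above that plate's cutoff, the mean activation of tested compounds plus 3 SD, cut at about 6.6% in these data, passing the limit was not always enough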;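 note: 100% uses oxytocin at 75 nM as the full agonist control; some results filed as inactive read as strong as hits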
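Material: CHO-OTR cells, human receptor; compound dosing: single dose, 3.0 µM nominal final compound concentration; schedule: 6 min compound pre-incubation at room temperature, 100 s kinetic read; measured by: kinetic Fluo-8 calcium fluorescence; read-out basis: % activation vs EC15 and EC100 oxytocin; controls: EC15 oxytocin alone as 0%, 75 nM oxytocin as 100%; replicates: singlicate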
M1 ag – agonists of human M1 muscarinic receptor; P11229; CHO-K1 hM1, Fluo-8 calcium fluorescence, agonist mode; 0% DMSO, 100% acetylcholine EC100; activation, % at 3 µM; hit rate 0.33% among 360,000; AID 588814;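 active = activation above the run's mean compound activation plus 3 SD, cut at about 16% in these data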;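 note: peak over basal fluorescence ratio within a 140 s kinetic read after compound addition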
Target sequence (P11229 whole entry, looked up): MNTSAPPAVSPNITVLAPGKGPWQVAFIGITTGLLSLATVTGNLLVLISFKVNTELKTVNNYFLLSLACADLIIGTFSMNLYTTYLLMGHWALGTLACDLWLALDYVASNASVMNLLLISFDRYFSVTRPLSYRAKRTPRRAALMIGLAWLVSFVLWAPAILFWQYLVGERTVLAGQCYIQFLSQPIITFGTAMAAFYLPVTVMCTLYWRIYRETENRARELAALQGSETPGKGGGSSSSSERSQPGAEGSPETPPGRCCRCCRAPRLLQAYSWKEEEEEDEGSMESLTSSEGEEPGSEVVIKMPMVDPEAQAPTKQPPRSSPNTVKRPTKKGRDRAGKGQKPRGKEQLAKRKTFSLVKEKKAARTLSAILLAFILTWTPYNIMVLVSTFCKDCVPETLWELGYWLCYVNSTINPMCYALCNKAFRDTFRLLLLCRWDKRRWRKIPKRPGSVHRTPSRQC
CHO parental Ca – signal in parental CHO cells, OX1R antagonist counter-screen; inhibition, % at 5.6 µM; hit rate 0.63% among 330,000; parental CHO-K1, ATP-induced calcium, Fluo-8 fluorescence;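 active = inhibition above that plate's mean sample inhibition plus 3 SD, cut at about 26% in these data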;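 note: 0% = ATP-challenged DMSO wells and 100% = DMSO wells without ATP; some compounds past the cut are filed as inactive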
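Assay system: parental CHO cells; Read-out basis: percent inhibition of ATP-evoked calcium rise, normalized to controls; Benchmarks: ATP and no-ATP DMSO wells; Compound dosing: single nominal dose of 5.6 µM per compound; Signal: Fluo-8 calcium dye fluorescence; Also added: ATP as calcium-mobilizing challenge; Repeats: singlicate.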
CHO-K1 Ca ag – M1 agonist counterscreen hit in parental CHO-K1 cells; AID 602248; activation, % at 3 µM; Fluo-8 calcium fluorescence; scaled to maximal ATP response, vehicle zero; hit rate 0.48% among 360,000; in the data active = activation above about 15%;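 note: untransfected CHO-K1 host cells lacking M1 receptor as counterscreen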
CHO-K1 Ca antag – nonselective inhibitor or artifact in parental CHO-K1 cells; ATP-induced calcium, Fluo-8 fluorescence; inhibition, % at 3 µM; hit rate 0.6% among 360,000; AID 602250;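 active = inhibition above a per-plate cutoff, the plate's mean sample inhibition plus 3 SD, cut at about 24% in these data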;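 note: 0% = DMSO plus EC80 ATP and 100% = DMSO alone without ATP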
V1aR counter – activates human V1a receptor in oxytocin agonist counter-screen; hit rate 0.25% among 320,000; activation, % at 3 µM; P37288; CHO-V1R cells, Fluo-8 calcium fluorescence, agonist mode; 0% DMSO, 100% 3 nM vasopressin;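 active = activation above the mean activation of all tested compounds plus 3 SD, per screening run, cut at about 20% in these data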;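 note: signal is peak over basal fluorescence ratio across a 100 second FLIPR read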
Target sequence (P37288 whole entry, looked up): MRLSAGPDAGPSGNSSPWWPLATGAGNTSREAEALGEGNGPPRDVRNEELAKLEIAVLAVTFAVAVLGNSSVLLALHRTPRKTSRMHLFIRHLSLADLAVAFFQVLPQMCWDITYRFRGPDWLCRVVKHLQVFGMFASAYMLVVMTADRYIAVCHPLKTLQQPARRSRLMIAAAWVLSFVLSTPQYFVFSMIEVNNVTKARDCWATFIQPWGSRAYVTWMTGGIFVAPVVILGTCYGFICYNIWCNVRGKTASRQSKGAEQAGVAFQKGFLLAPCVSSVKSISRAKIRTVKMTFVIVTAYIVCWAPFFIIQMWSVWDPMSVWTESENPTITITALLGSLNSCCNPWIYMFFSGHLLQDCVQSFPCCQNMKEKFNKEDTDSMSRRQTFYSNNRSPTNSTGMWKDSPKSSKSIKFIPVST
TAAR1 agonist – agonists of human TAAR1. activation, % at 3 µM. AID 624467. hit rate 0.99% among 360,000. CHO RD-HGA16 TAAR1, Fluo-8 calcium fluorescence; vehicle wells 0%, saturating PEA agonist 100%;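 active = activation above the mean activation of all test compounds in the run plus 3 SD, cut at about 38% in these data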
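Assay system – CHO-derived RD-HGA16 cells with stable Gα16 and human TAAR1 · Compound dosing – one-point dosing at 3 µM (nominal) · Incubation – 17-24 h seeding, 75 min 37 °C dye, 30 min RT · Measured by – kinetic Fluo-8 calcium fluorescence · Control set – DMSO vehicle as 0%, PEA at EC100 as 100% · Repeats – single well for each compound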
Numbers without * were called inactive; . = no result given. This is a subset; the hit share may differ from the screen's.

SMILES | TAAR1 antagonist | CHO-K1 Ca PAM | OXTR potentiator | M1 ag | CHO parental Ca | CHO-K1 Ca ag | CHO-K1 Ca antag | V1aR counter | TAAR1 agonist
Cc1ccccc1-n1c(O)c(C=Nc2ccc(N(C)C)cc2)c(=O)[nH]c1=O | -3.4 | 16.0 | 3.8 | -1.8 | -20.9 | 1.1 | -14.4 | 1.3 | 5.7
CCN(C(=O)CN1CC=C(c2ccccc2)CC1)c1c(N)n(Cc2ccccc2)c(=O)[nH]c1=O | -1.0 | -7.2 | -6.3 | -6.0 | -5.7 | -0.1 | 7.8 | 0.7 | 3.0
O=C(Cc1ccccc1)Oc1ccc(N2C(=O)CCC2=O)cc1 | 4.7 | 11.1 | -3.6 | -2.2 | 0.1 | 0.2 | -9.7 | 0.6 | 14.0
CCOc1ccc(N2C(=O)NC(=O)/C(=C/c3cnc(SC)nc3)C2=O)cc1 | 5.5 | 3.4 | -1.1 | -3.8 | -12.3 | 0.0 | -6.1 | 0.9 | 4.4
CN1CCN(c2ccc3nccnc3c2)CC1 | -12.4 | 11.8 | -6.5 | -3.1 | 6.4 | 0.4 | -3.5 | 1.1 | 4.0
COc1cc2c(ccc3c4cc(OC)c(OC)cc4c[n+](C)c23)cc1O | -24.5 | 19.1 | . | -6.8 | . | 0.6 | -23.8 | . | 3.9
O=c1c2ccccc2nc(C[n+]2ccccc2)n1-c1cccc(C(F)(F)F)c1 | 6.7 | 13.3 | -0.9 | -9.5 | -3.1 | 0.2 | 0.8 | 0.5 | 1.6
C[C@]12CCC3C(CCC4=C/C(=N/OCC(=O)NC(CCC(=O)O)C(=O)O)CC[C@@]43C)C1CCC2O (stereo partly drawn) | -16.4 | 5.6 | -3.8 | -4.5 | -8.5 | 0.5 | -12.6 | 0.4 | -0.8
COC(=O)C1=C(c2ccc(-c3ccccc3)c(F)c2)C[C@@H]2CC[C@H]1N2C(=O)NCCOc1ccccc1Cl | -13.9 | -6.4 | -7.8 | -2.0 | -27.5 | 0.2 | -3.5 | 3.1 | 6.0
COc1cc(/C=N/NC(=O)Cn2c([N+](=O)[O-])cnc2C)ccc1OC(=O)N(C)C | 2.8 | 11.0 | -2.4 | -0.9 | -10.7 | 0.4 | -14.4 | 0.2 | 14.8
CN(C)CC1CCCCC1OC(=O)c1ccc(Cl)c(Cl)c1 (stereo not drawn) | 6.0 | 7.2 | -5.9 | -11.9 | -13.3 | 1.9 | -11.6 | 2.0 | 5.5
Cn1cc(C(=O)OCC(=O)NC2(C#N)CCCCC2)c2ccccc21 | -20.5 | 10.3 | . | -3.5 | . | 1.2 | -21.2 | . | 5.6
CCCCNC(C)Cc1ccccc1 (stereo not drawn) | 2.1 | -9.7 | -8.7 | -8.6 | -1.9 | 0.1 | -6.7 | 1.2 | 0.6
CCOC(=O)c1sc(/N=C/c2c(O)n(-c3cccc(C)c3)c(=O)[nH]c2=O)c(C#N)c1C | -29.5 | 22.3 | -2.8 | -9.4 | -13.1 | 5.1 | -3.3 | 0.0 | 3.5
COc1cc2c(cc1OC)C13CCN4CC5=CCOC6CC(=O)N2C1C6C5C3C4 (stereo not drawn) (tested in a mixture with another compound) | -10.8 | 2.4 | . | 10.2 | . | -0.5 | -3.3 | . | 0.5
O=C(/C=C/c1ccccc1)N1Cc2ccccc2-n2nncc2C1 | -11.2 | 9.9 | . | -0.5 | . | 1.6 | -15.4 | . | 0.6
C/C(=N\NC(=O)c1ccccc1O)c1c(O)n(C2CCCCC2)c(=O)[nH]c1=O | -51.2 | -2.5 | 1.3 | -2.3 | -5.8 | 0.1 | -3.2 | 1.0 | 8.3
CNC(=O)Oc1cc2c(cc1C(C)(C)C)CCC2 | -18.5 | 7.3 | . | -8.6 | . | -0.6 | -13.9 | . | 1.5
CCN1CCN(Cc2cc(OC)c3c(c2)OCO3)CC1 | 7.2 | 10.6 | 0.3 | -8.6 | 3.6 | 0.5 | -5.9 | -0.1 | 6.5
C#CCN[C@H](C)Cc1ccccc1 | -5.2 | 7.8 | -3.1 | 1.6 | 6.6 | 7.3 | 21.9 | 0.3 | 10.8
CCCCn1c(O)c(C(C)=NCc2ccc(F)cc2)c(=O)[nH]c1=O | -5.0 | 4.3 | -5.5 | -2.2 | -19.8 | 0.5 | 9.6 | -0.3 | 8.6
CCSC(=O)N1CCCCCC1 | -12.7 | 13.5 | -4.0 | 0.1 | -5.5 | -0.8 | -9.3 | 1.5 | 1.9
COC(=O)C1=C(c2cc3ccccc3s2)C[C@@H]2CC[C@H]1N2C(=O)NC1CC1 | 17.6 | 2.4 | -1.4 | -14.4 | -22.6 | 0.1 | -12.7 | 0.7 | 7.9
Cc1[nH]c2ccccc2c1CCNCc1ccco1 | -5.9 | -2.2 | -2.1 | -1.2 | -17.0 | 5.4 | 3.2 | 1.5 | 4.5
COc1ccc(NC(c2ccccc2F)P(=O)(Oc2ccccc2)Oc2ccccc2)cc1 (stereo not drawn) | 34.2 | 19.9 | -6.9 | -7.4 | -19.3 | 1.2 | -5.7 | 0.2 | -0.6
CC(=O)OC1C(=O)OCC23CCC4(C)OC4C2OC2CC(OC(=O)C=CC=CC(=O)OCCC1C)C3(C)C21CO1 (stereo not drawn) | 64.8* | 12.9 | . | -1.1 | . | 5.5 | -9.9 | . | 12.2
CCC1CN1P(=O)(c1ccccc1)N1CC1CC (stereo not drawn) | 0.4 | 11.1 | . | -2.1 | . | 1.5 | -11.0 | . | 1.9
CC1CN=C(NCc2ccccc2)S1 (stereo not drawn) | -0.2 | -6.2 | 0.6 | -3.3 | -3.7 | 1.8 | 10.4 | -0.2 | 0.8
Cc1cccc(N2C(=O)NC(=O)/C(=C/c3cc4c(cc3[N+](=O)[O-])OCO4)C2=O)c1 | -7.9 | 8.9 | -7.5 | -5.9 | -16.0 | 1.4 | -6.8 | 1.6 | 0.4
CNC(=O)O/N=C(\N)Cc1csc2ccc(Cl)cc12 | -14.9 | 19.1 | -4.7 | -2.0 | -18.9 | 0.4 | -17.0 | -1.1 | 8.5
O=C(Nc1ccccc1)Oc1ccccc1 | 3.5 | 8.0 | -6.2 | 5.1 | 6.9 | -0.4 | 0.5 | 2.5 | 9.5
CC(=O)N(C)C1=Nc2ccc(Cl)cc2C(c2ccccc2)=[N+]([O-])C1 | -3.5 | 16.3 | . | -1.0 | . | 1.6 | -6.3 | . | 2.3
Cc1cc(OCC(=O)N[C@H](C(=O)O)c2ccccc2)c2c3c(c(=O)oc2c1)CCC3 | 6.5 | -4.3 | -0.9 | -4.0 | -5.8 | 0.1 | -7.2 | -0.1 | 0.4
CC(N=Cc1c(O)[nH]c(=O)[nH]c1=O)c1ccccc1 (stereo not drawn) | 3.5 | -3.0 | 2.0 | -2.8 | 2.0 | -0.4 | 11.6 | 0.2 | 7.9
COc1ccc(NC(=O)N2C[C@@H]3C[C@@H](C2)c2cccc(=O)n2C3)cc1 | -13.6 | -0.8 | 1.7 | -2.9 | -5.7 | 0.0 | 14.7 | 1.0 | 1.2
COC(=O)C1=C(c2c(C)noc2C)C[C@@H]2CC[C@H]1N2C(=O)NC1CC1 | 8.0 | 7.5 | 0.1 | -4.4 | -6.4 | -0.1 | -4.1 | 0.0 | 8.6
CC1(C)CC(=O)C(C=NCCN2CCN(C(=O)Cc3ccc(F)cc3)CC2)=C(O)C1 | -2.7 | 0.5 | -6.1 | -13.2 | -6.7 | -0.1 | -9.3 | 0.3 | 0.5
COC(=O)C1=C(c2ccc(OC(F)(F)F)cc2)C[C@@H]2CC[C@H]1N2C(=O)NCCNC(C)=O | 7.7 | -20.4 | -6.7 | -12.9 | -13.0 | -0.3 | 5.3 | 0.9 | 3.1
CC1OC(OC2C=C3CCC4C(CCC5(C)C(c6ccc(=O)oc6)CCC45O)C3(C)CC2)C(O)C(OC2OC(CO)C(O)C(O)C2O)C1O (stereo not drawn) | 2.3 | 4.8 | . | -0.7 | . | 0.3 | -14.4 | . | -0.5
CCNC(=S)N1CCn2cccc2C1c1cccnc1 (stereo not drawn) | -25.7 | 2.1 | -21.1 | -1.1 | -4.2 | 0.1 | -8.7 | 0.8 | 7.2

Look-ups from the entries so far.
V1aR counter, CNC(=O)O/N=C(\N)Cc1csc2ccc(Cl)cc12 stands at -1.1
V1aR counter, Cc1cc(OCC(=O)N[C@H](C(=O)O)c2ccccc2)c2c3c(c(=O)oc2c1)CCC3 stands at -0.1
V1aR counter, Cc1cccc(N2C(=O)NC(=O)/C(=C/c3cc4c(cc3[N+](=O)[O-])OCO4)C2=O)c1 stands at 1.6

The results go on.
SMILES | TAAR1 antagonist | CHO-K1 Ca PAM | OXTR potentiator | M1 ag | CHO parental Ca | CHO-K1 Ca ag | CHO-K1 Ca antag | V1aR counter | TAAR1 agonist
C[N+]1(C)CCOC(O)(c2ccc(-c3ccc(C4(O)C[N+](C)(C)CCO4)cc3)cc2)C1 (stereo not drawn) | -13.2 | 15.0 | -7.8 | -3.6 | -7.9 | 1.0 | 1.4 | 0.2 | 2.2
CCC(=NCCC(c1ccccc1)c1ccccc1)c1c(O)n(C)c(=O)n(C)c1=O | -17.4 | 7.0 | 3.5 | -8.8 | -14.7 | 0.0 | -4.3 | -0.2 | -1.0
COC(=O)C1=C(c2ccc(-c3ccccc3)c(F)c2)C[C@@H]2CC[C@H]1N2C(=O)NC(C)C | -9.9 | 1.1 | -9.4 | -3.9 | -21.0 | 1.3 | -11.2 | 3.6 | 5.7
CC(C)(C)NC(=S)/N=C(\N)N[N+](=O)[O-] | 1.8 | 21.1 | -10.3 | -0.6 | -4.4 | 4.2 | -24.1 | 2.1 | 9.8
CCOP(=O)(Cc1cc(C(C)=O)c(C)o1)OCC | -22.1 | -5.6 | 0.1 | -3.3 | -8.0 | 0.2 | 2.9 | 6.6 | 3.0
COC(=O)C1=C(c2cccc(OC)c2OC)C[C@@H]2CC[C@H]1N2C(=O)NC(C)C | -4.8 | -20.7 | -6.3 | -2.7 | -4.9 | 0.1 | 4.3 | 0.4 | 7.8

Assay outcomes: PubChem BioAssay, The Scripps Research Institute Molecular Screening Center
